M4 PAM = potentiates acetylcholine response at human M4 receptor; activation, % at 3 µM; P08173; 0.4% of 360,000 active; CHO-K1 hM4/Gqi5, Fluo-8 calcium fluorescence, ACh EC20; 0% = ACh EC20, 100% = maximal ACh;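 active = activation above its plate's cutoff, the mean activation of sample wells plus 3 SD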; note: some results filed as inactive read as strong as hits
Target sequence (P08173 whole entry, looked up): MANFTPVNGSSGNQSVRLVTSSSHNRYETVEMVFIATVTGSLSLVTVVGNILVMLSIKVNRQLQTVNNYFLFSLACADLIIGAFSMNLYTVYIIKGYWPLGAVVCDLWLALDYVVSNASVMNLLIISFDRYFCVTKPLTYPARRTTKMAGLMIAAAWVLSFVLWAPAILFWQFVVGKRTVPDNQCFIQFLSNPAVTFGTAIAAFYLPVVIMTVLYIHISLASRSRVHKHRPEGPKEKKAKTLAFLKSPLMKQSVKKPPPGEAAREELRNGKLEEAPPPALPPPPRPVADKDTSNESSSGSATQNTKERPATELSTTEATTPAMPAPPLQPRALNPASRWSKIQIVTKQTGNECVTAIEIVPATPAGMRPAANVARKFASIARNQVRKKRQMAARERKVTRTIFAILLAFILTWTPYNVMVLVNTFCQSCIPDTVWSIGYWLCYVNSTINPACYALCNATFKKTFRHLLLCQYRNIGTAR
M5 antag = CHRM5 antagonism in calcium assay; AID 624040; P08912; inhibition, % at 3 µM; CHO-hM5 cells, Fluo-8 calcium fluorescence, ACh EC80; 0.59% of 360,000 active;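 active = inhibition above a per-plate cutoff, the mean of that plate's test compounds plus 3 SD, cut at about 27% in these data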;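 note: 0% = acetylcholine EC80 with DMSO and 100% = DMSO without agonist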
Target sequence (P08912 whole entry, looked up): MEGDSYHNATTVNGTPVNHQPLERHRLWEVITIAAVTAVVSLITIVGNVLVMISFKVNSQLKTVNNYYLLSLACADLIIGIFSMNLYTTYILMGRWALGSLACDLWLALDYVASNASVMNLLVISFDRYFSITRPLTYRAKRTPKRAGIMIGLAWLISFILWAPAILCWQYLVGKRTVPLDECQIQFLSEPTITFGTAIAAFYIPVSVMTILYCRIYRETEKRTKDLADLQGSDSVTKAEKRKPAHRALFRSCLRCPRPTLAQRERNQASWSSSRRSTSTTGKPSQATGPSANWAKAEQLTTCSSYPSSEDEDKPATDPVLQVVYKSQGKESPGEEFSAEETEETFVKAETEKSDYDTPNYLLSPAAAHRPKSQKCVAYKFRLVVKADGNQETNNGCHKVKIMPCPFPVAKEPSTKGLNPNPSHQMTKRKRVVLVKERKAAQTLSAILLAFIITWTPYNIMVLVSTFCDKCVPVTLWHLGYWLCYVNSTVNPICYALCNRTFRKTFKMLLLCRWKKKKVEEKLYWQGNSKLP
M4 antag = antagonists of human muscarinic M4 receptor (CHRM4) | P08173 | CHO-hM4 cells, ACh EC80, Fluo-8 calcium fluorescence | inhibition, % at 3 µM | 0.73% of 360,000 active | AID 624125;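 active = inhibition above its plate's cutoff, the mean inhibition of sample wells plus 3 SD, cut at about 27% in these data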;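 note: 0% = acetylcholine EC80 with DMSO and 100% = DMSO without agonist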
M5 ag = CHRM5 agonism in calcium assay. P08912. CHO-K1 hM5 cells, Fluo-8 calcium fluorescence; 0% DMSO wells, 100% maximal acetylcholine response. 0.19% of 360,000 active. activation, % at 3 µM;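 active = activation above the run's mean over test compounds plus 3 SD, cut at about 23% in these data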;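 note: signal is peak over basal fluorescence ratio across the kinetic read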
M1 ag parental = nonselective activator or artifact in parental CHO-K1 cells. Fluo-8 calcium fluorescence; scaled to maximal ATP response, vehicle zero. activation, % at 3 µM. 0.48% of 360,000 active. AID 602248; in the data active = activation above about 15%;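 note: untransfected CHO-K1 host cells lacking M1 receptor as counterscreen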
M1 PAM parental = nonselective activator or artifact in parental CHO-K1 calcium assay | ATP EC20, Fluo-8 calcium fluorescence; 0% at ATP EC20, 100% at ATP max | 0.02% of 360,000 active | activation, % at 3 µM;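 active = activation above the run cutoff, the mean activation of all test compounds plus 3 SD, cut at about 40% in these data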;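 note: peak over basal fluorescence ratio in a 140 s read after ATP addition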
M5 PAM = potentiates acetylcholine response at human M5 receptor; P08912; CHO-K1 hM5, Fluo-8 calcium, ACh EC20 PAM; 0% = ACh EC20, 100% = ACh EC100; activation, % at 3 µM; 0.3% of 360,000 active; AID 624038;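 active = activation above the run cutoff, the mean activation of all test compounds plus 3 SD, cut at about 18% in these data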
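System – CHO-K1 hM5 cells · Compound – 3 µM, single dose · Incubation – compound preincubation 140 s before EC20 acetylcholine addition · Technique – Fluo-8 calcium fluorescence · Measure – Max/basal fluorescence ratio as % of EC20–EC100 ACh window · Benchmarks – low control EC20 acetylcholine (0%), high control EC100 acetylcholine (100%) · Replication – singlicate, one well per test compound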
M4 ag = agonists of human muscarinic M4 receptor (CHRM4); AID 624127; activation, % at 3 µM; 0.14% of 360,000 active; CHO-K1 hM4/Gqi5, Fluo-8 calcium fluorescence; vehicle 0%, full acetylcholine response 100%;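 active = activation above the run mean over all test wells plus 3 SD, cut at about 32% in these data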;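 note: peak over basal fluorescence ratio per well then scaled between controls; 0% = DMSO wells and 100% = acetylcholine at EC100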
CHO-K1 Ca antag = M1 antagonist counterscreen hit in parental CHO-K1 cells; ATP-induced calcium, Fluo-8 fluorescence; inhibition, % at 3 µM; 0.6% of 360,000 active; AID 602250;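 active = inhibition above a per-plate cutoff, the plate's mean sample inhibition plus 3 SD, cut at about 24% in these data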;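 note: 0% = DMSO plus EC80 ATP and 100% = DMSO alone without ATP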
* marks the source's active call; other numbers are inactive results.

A first look (five entries):
SMILES	M4 PAM	M5 antag	M4 antag	M5 ag	M1 ag parental	M1 PAM parental	M5 PAM	M4 ag	CHO-K1 Ca antag
CCOC(=O)C1(CC)NC(c2ccc(OC)c(OC)c2)C2C(=O)N(c3cccc(C(C)=O)c3)C(=O)C21 (centres undefined)	-2	4	-1	0	3.1	10	-3	8	-10
COc1ccc(-c2oc3cccnc3c2/C=C/c2ccc(OC)c(OC)c2)cc1	4	11	-6	-4	0.6	14	-9	-1	-13
O=C(CN1C(=O)CSC1=O)Nc1ccccc1F	1	1	-2	-5	0.7	20	4	0	-7
COc1ccc(-n2nc(C(=O)NCC(=O)N3CCCC(C)C3)c3ccccc3c2=O)cc1Cl (centres undefined)	-16	17	10	0	5.7	-8	-11	17	6
COc1cccc(-n2c(C)nc3c(cnn3-c3ccc(C)cc3)c2=O)c1	-3	10	8	3	5.5	-4	-11	8	18

The list itself, repeating the preview:
SMILES	M4 PAM	M5 antag	M4 antag	M5 ag	M1 ag parental	M1 PAM parental	M5 PAM	M4 ag	CHO-K1 Ca antag
CCOC(=O)C1(CC)NC(c2ccc(OC)c(OC)c2)C2C(=O)N(c3cccc(C(C)=O)c3)C(=O)C21 (centres undefined)	-2	4	-1	0	3.1	10	-3	8	-10
COc1ccc(-c2oc3cccnc3c2/C=C/c2ccc(OC)c(OC)c2)cc1	4	11	-6	-4	0.6	14	-9	-1	-13
O=C(CN1C(=O)CSC1=O)Nc1ccccc1F	1	1	-2	-5	0.7	20	4	0	-7
COc1ccc(-n2nc(C(=O)NCC(=O)N3CCCC(C)C3)c3ccccc3c2=O)cc1Cl (centres undefined)	-16	17	10	0	5.7	-8	-11	17	6
COc1cccc(-n2c(C)nc3c(cnn3-c3ccc(C)cc3)c2=O)c1	-3	10	8	3	5.5	-4	-11	8	18
COc1ccc(CCN2CC(C(=O)N(C)C3CCOCC3)CCC2=O)cc1 (centres undefined)	1	15	6	-2	1.1	-11	-7	0	-3
COc1ccc(C(=O)/C=C/c2cccc(OCc3ccccc3)c2)cc1CSCC(=O)O	10	0	-1	0	0.7	-20	5	4	0
CN1CCc2ccc(NC(=O)c3ccc(C(F)(F)F)cc3)cc2C1	2	-2	-2	2	0.3	8	5	2	-10
c1ccc2c(c1)[nH]c1ccncc12	5	8	9	6	1.0	16	6	1	-12
CCOCCCn1c(=S)[nH]c2ncccc2c1=O	2	-4	5	0	0.3	12	0	2	-6
Cc1noc(C)c1CSc1nc2ccccc2nc1NS(=O)(=O)c1ccc(Cl)cc1	5	-2	-3	3	0.7	1	-3	1	-1
Cc1nc2scc(-c3ccccc3)c2c(=O)n1N	-7	4	15	0	0.3	-7	-6	0	18
COC(=O)Cn1c(=NC(=O)c2nc3ccccc3s2)sc2cc(S(N)(=O)=O)ccc21	-6	2	7	-2	-0.3	0	-2	0	2
CC(C)NC(=O)N(C)C[C@@H]1Oc2ccc(NC(=O)CCN3CCOCC3)cc2CC(=O)N([C@@H](C)CO)C[C@@H]1C	7	11	-10	0	0.0	-10	0	-1	-4
N#Cc1ccncc1Sc1ccc(Cl)cc1	-8	6	5	-10	-0.5	0	-2	-1	-13
CC1CCN(C(=O)COC(=O)c2ccc3ccccc3n2)CC1	-2	-4	4	1	-0.2	-7	-5	0	-8
O=c1ccc(-c2ccc(S(=O)(=O)Nc3cccc(F)c3)o2)n[nH]1	1	6	-9	-5	0.1	13	-3	2	-2
COc1ccc(C(=O)NC(=S)NCc2cccnc2)cc1Br	-2	1	4	1	0.1	11	-2	0	-4
CN(C)c1cc(-c2ccc(C#N)cc2)oc(=O)c1Cl	-6	7	13	-1	0.5	9	-4	1	-3
COc1ccc(N(Cc2cc3ccccc3[nH]c2=O)S(=O)(=O)c2ccccc2)cc1	-18	9	11	2	5.6	-8	-8	9	-8
CCOc1ccccc1NC(=O)COC(=O)C1CC1	1	4	-4	2	0.2	-10	-3	1	-19
COC(=O)COc1ccc(NS(=O)(=O)c2cccc([N+](=O)[O-])c2)cc1	-5	-2	8	2	1.9	25	12	1	-8
COCCNC(=O)C12CC3CC(C1)CC(c1ccccc1)(C3)C2	-2	8	-7	-2	0.7	19	-6	1	-4
COc1cccc(/C=N/n2nnnc2N)c1OCc1ccccc1Cl	6	17	-5	-6	0.5	-1	-11	1	11
COC(=O)/C=C/C(=O)Nc1cccc(C(F)(F)F)c1	0	0	11	0	0.7	14	-1	0	3
(cont.)
SMILES	M4 PAM	M5 antag	M4 antag	M5 ag	M1 ag parental	M1 PAM parental	M5 PAM	M4 ag	CHO-K1 Ca antag
Cc1ccccc1Cn1nc(C)c(NC(=O)c2cc3n(n2)C(C(F)F)CC(C(F)F)N3)c1C (centres undefined)	-1	-3	-7	-2	0.4	2	0	2	-3
C=CCNC(=O)c1onc(CSc2ccc(C(C)C)cc2)c1C(=O)O	-1	-1	3	5	0.4	4	-5	1	-1
Cc1cccc(NC(=O)COc2coc(CN3CCN(Cc4ccccc4)CC3)cc2=O)c1	2	16	-12	-5	0.5	-23	1	2	2
NC(=O)C1CCN(C(=O)C23CC4CC(CC(C4)C2)C3)CC1	0	6	-4	-1	0.2	5	-4	0	2
CCCc1[nH]nc2c1C1(C(=O)N(CC)c3ccccc31)C(C#N)=C(N)O2 (centres undefined)	5	1	3	-5	0.3	18	7	1	0
COc1ccc2[nH]c(=O)c(CN(CCCN(C)C)C(=O)Nc3ccc(F)cc3)cc2c1	-1	-5	1	-3	0.5	6	1	1	-4
CCN(CC)C(=O)c1ncn2c1c(=O)[nH]c1ccccc12	-2	3	-4	-1	0.1	-12	-5	0	11
Cc1c(O)ccc2c(-c3ccccc3)cc(=O)oc12	-8	6	-1	3	9.5	10	-7	11	17
Cc1c(Cl)cccc1NC(=O)CC(C(=O)O)C1CCCO1 (centres undefined)	3	0	1	-1	0.4	25	3	0	-11
Cn1ccnc1SCC(=O)Nc1ccc(Oc2ccccc2)cc1	6	2	1	1	0.6	-4	-6	0	10
Cc1ccc(SCC(=O)NC(=O)Nc2ccc3c(c2)OCCO3)cc1C	-2	3	4	0	-0.1	19	-2	0	-6
O=C(OCc1nnc(-c2ccccc2)o1)c1cc(F)c(F)cc1Cl	1	3	2	-7	0.8	14	0	1	-15
O=C(Nc1nc2c(Cl)ccc(Cl)c2s1)C1CC1	5	-3	0	2	-0.1	9	2	0	8
Cn1c(Cl)c(/C=N/OC(=O)C(C)(C)C)c2ccccc21	-3	5	1	-2	0.8	2	-4	3	-8
O=C(NCCO)C1(c2ccccc2)CCCC1	-1	-10	-2	-2	0.3	2	-4	1	-6
CCOC(=O)C1=C(C)NC(C)=C(C(=O)OCC)C1c1ccc(O)cc1	3	-1	0	-3	0.2	9	2	1	-3
COC(C/C=C/[C@@H](O)[C@@H](C)OCc1ccccc1)OC	8	2	-5	3	0.3	6	2	1	-4
COc1ccc2c(c1)CC/C(=C/c1ccccn1)C2=O	-2	0	-5	-5	0.1	-9	-7	2	-6
CC(=O)Nc1cccc(-c2ccnc3c2CC(C)(C(=O)NCc2ccc(F)c(F)c2)O3)c1 (centres undefined)	-1	2	-15	4	2.7	6	-6	6	0
CCOC(=O)C1CCN(C(=O)COC(=O)c2c(C)c(CC)nc3ccccc23)CC1	4	4	2	0	0.9	6	-4	5	-5
COc1ccc(Cl)cc1S(=O)(=O)N1CCN(c2ccc(F)cc2)CC1	-6	-5	12	-3	0.4	6	-10	1	4
COc1ccc(NC(=O)C(OC(=O)c2cnccn2)c2ccccc2)cc1Cl (centres undefined)	-2	22	5	-4	-0.2	-14	-9	1	9
COc1cc(NC(=O)c2ccc(NS(=O)(=O)c3c(C)noc3C)cc2)cc(OC)c1	12	-2	0	-4	0.3	-4	7	1	6
COc1ccc(OCC(=O)NCCNC(=O)c2ccccn2)cc1	9	-5	-14	1	0.4	1	-2	1	-19
O=C(Nc1ccc(Cc2ccncc2)cc1)c1ccc(Cl)c([N+](=O)[O-])c1	-9	5	10	1	12	0	-29	16	5
Continuation.
SMILES	M4 PAM	M5 antag	M4 antag	M5 ag	M1 ag parental	M1 PAM parental	M5 PAM	M4 ag	CHO-K1 Ca antag
C=CCNC(=O)c1ccc(CSc2nc3ccccc3s2)cc1	-5	-2	1	-2	4.5	12	2	11	6
O=C(Cn1ccc(NC(=O)OCc2ccccc2)nc1=O)NCCCN1CCCC1=O	2	16	-6	-2	-0.5	-25	1	0	21
CCOC(=O)C(NC(=O)c1ccc(Cl)cc1Cl)(Nc1ccc(C)cc1)C(F)(F)F (centres undefined)	4	-6	1	-2	0.3	-1	4	1	6
O=C1/C(=C/c2ccco2)SC(=S)N1CC1CCCO1 (centres undefined)	-3	5	2	-2	1.7	26	0	1	-10
COc1ccc(NC(=O)c2ccc(C)cc2)c(OC)c1	-8	-3	-4	-2	-0.2	21	1	0	-13
CN(C)c1nc(N/N=C/c2ccccc2O)nc(Nc2ccc(F)cc2)n1	3	-2	-12	-4	0.4	3	3	4	9
COc1cccc(C(=O)Nc2ccc(N3CCCC3)cc2)c1	6	10	-2	-8	0.9	5	1	1	-7
CN(CC(=O)Nc1ccc(OC(F)(F)F)cc1)C1CCCCC1	-3	6	-5	-5	0.2	4	3	1	2
COP(=O)(/C=C/c1ccccc1)C(O)c1ccc(F)cc1 (centres undefined)	2	0	-5	0	0.2	18	0	1	-2
CCOc1cc(C2c3c(n[nH]c3C)C(=O)N2c2ccc(Br)cc2)ccc1O (centres undefined)	5	8	6	-2	-0.1	12	-5	0	-3
CC(=O)N1CCC(C(=O)NCCOc2cccc(C)c2)CC1	-8	1	3	-2	-0.3	-16	6	2	-2
CNNC(=S)Nc1cccc(C(F)(F)F)c1	-11	0	3	-10	-0.1	-6	0	-2	2
O=C(COC(=O)c1c[nH]c2ccccc12)Nc1ccccc1	-1	9	1	2	3.8	-2	-9	8	0
O=C(Nc1sc2c(c1C(=O)O)CCCCC2)c1ccccc1F	11	8	-1	-5	0.3	13	-3	-1	-6
O=c1c(-c2ccccc2)c(O)nc2ccccn12	7	0	-11	1	-0.6	-7	-3	0	-1
COc1ccccc1CNC(=O)COC(=O)c1cc(-c2ccco2)nc2ccccc12	-3	2	-9	-1	0.3	15	1	5	-22
O=c1[nH]c2cc3c(cc2cc1CN(CC1CCCO1)S(=O)(=O)c1ccc(Cl)cc1)OCCO3 (centres undefined)	4	1	-5	0	0.3	10	-1	2	-11
O=C1C(Cl)=C(Nc2ccccc2O)C(=O)N1c1ccccc1	4	1	0	0	2.0	13	1	8	-8
Cc1ccc(C)c(NC(=O)Cn2nnc(C(=O)NCc3ccco3)c2N)c1	2	14	-4	-4	0.0	-17	-5	0	11
COc1ccccc1N1CCN(C(=O)Cc2cccs2)CC1	-1	9	5	-1	0.1	5	-5	0	6
Cc1ccoc1C(=O)Nc1cccc(Oc2ccccc2)c1	6	-1	3	-5	-0.4	10	-2	-1	-4
c1ccc(SCc2nc(-c3cccnc3)no2)cc1	4	0	5	4	1.2	4	-1	1	3
CN(CCC1CCCCO1)C(=O)c1cc(COc2ccc(F)cc2F)on1 (centres undefined)	-2	-9	5	-1	2.8	6	1	4	-6
Cc1cc(C)c(S(=O)(=O)NCc2ccc3c(c2)cc(C)n3C)c(C)c1	-5	0	7	1	1.4	10	1	3	0
CCc1ccccc1NC(=O)CNC(=O)CCNC(=O)Nc1ccccc1	4	5	12	5	0.6	10	4	1	-8
Cc1c(C)c2c(OCC(=O)NCC(=O)NCC(=O)O)cc3c(c2oc1=O)CCC(C)(C)O3	0	6	4	-2	0.6	21	-5	0	-1
